Screening results as filed in PubChem BioAssay.
TcdB inh: blocks C. difficile toxin B glycohydrolase activity; AID 652162; actives 0.24% (n = 350,000); inhibition, % at 9.99 µM; TcdB glycohydrolase enzymatic assay, plate reader; P18177; in the data active = inhibition above about 10%
Vc quorum ag: induces V. cholerae light production without autoinducers | actives 0.16% (n = 350,000) | AID 588436 | V. cholerae BH1578 lux reporter, luminescence, 6 h | activation, % at 18.7 µM; in the data active = activation mostly above about 9.7%, no sharp cut-off; also: not every result past the cut was called active; inactives centre near 0; reference of the scale not given here
SARS 3CLpro inh: SARS-CoV 3CLpro protease inhibition. inhibition, % at 6 µM. recombinant SARS-CoV 3CLpro, quenched FRET peptide cleavage. P0C6X7. actives 0.14% (n = 290,000); in the data active = inhibition above about 12%
VHR inh abs: DUSP3 (human) phosphatase inhibition; inhibition, % at 13.3 µM; actives 0.52% (n = 290,000); recombinant VHR phosphatase, pNPP absorbance; in the data active = inhibition above about 50%; also: some compounds called inactive have numbers as strong as hits
BoNT-A LC inh2: inhibitors of Botulinum neurotoxin A light chain protease | actives 0.17% (n = 360,000) | inhibition, % at 10 µM | multiplex microsphere protease substrate cleavage, flow cytometry; also: plate controls were buffer without enzyme for full effect and enzyme alone for no effect
PriA SSB inh: blocks PriA binding to SSB C-terminal tail | inhibition, % at 33 µM | actives 0.6% (n = 430,000) | AlphaScreen SSBct-PriA binding, biotinylated peptide; in the data active = inhibition mostly above about 37%, no sharp cut-off; inactive = mostly below about 20%;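 also: plate controls were negative control peptide for no effect and reference peptide for full effect; strong numbers were not always called active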
Anthrax LF prot: anthrax lethal factor protease inhibition; inhibition, % at 10 µM; actives 0.12% (n = 360,000); P15917; AID 588501; multiplex microsphere protease cleavage assay, LF; also: plate controls were buffer without enzyme for full effect and enzyme alone for no effect
CCHF vOTU inh: CCHFV vOTU protease inhibition | AID 651958 | Pep-AMC fluorescence | actives 0.55% (n = 370,000) | inhibition, % at 11.5 µM; in the data active = inhibition above about 30%; also: 0% = vehicle wells with enzyme and 100% = no enzyme wells
PfHsp40 rescue: compounds rescuing yeast from Plasmodium falciparum HSP40 toxicity; S. cerevisiae expressing PfHsp40, growth rescue, ATP luminescence; growth rescue, % at 12.5 µM; actives 0.68% (n = 340,000); in the data active = growth rescue above about 28%, passing the limit was not always enough;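 also: yeast W303a lacking pdr1 and pdr3 grown in galactose medium; growth measured after three days at 30 °C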
Y pestis TopoI: inhibitors of Yersinia pestis topoisomerase I. actives 0.064% (n = 360,000). Y. pestis Topo-I cleavage product accumulation, plate reader. activity, % at 10 µM; in the data active = activity above about 50%, passing the limit was not always enough; also: inactives centre near 2
* marks the source's active call; other numbers are inactive results; i = inactive; nt = not tested or not shown. Rule as the data show it, unless noted: active = inhibition above about 30%; inconclusive = no clear call, values can overlap the other calls; inactive = below that. A portion of the library; the hit share may differ from the screen's.

structure,TcdB inh,Vc quorum ag,SARS 3CLpro inh,VHR inh abs,BoNT-A LC inh2,PriA SSB inh,Anthrax LF prot,CCHF vOTU inh,PfHsp40 rescue,Y pestis TopoI
Cc1nn(-c2ccccc2)c(C)c1/C=N/n1c(-c2ccncc2)n[nH]c1=S,3.3,-0.3,0,19,0.2,nt,1,1,0.8,4
COCCCn1cc(CN2CC(N3CCN(Cc4ccccc4F)CC3)CS2(=O)=O)nn1 (stereo unspecified),0.3,nt,nt,nt,0.2,nt,2,-4,nt,nt
O=C(CSc1cccs1)Nc1ccc(Cl)cc1,0.7,i,-3,-5,1.2,-12,3,2,0.2,-3
Cc1cc[n+](-c2nc3ccccc3nc2[N-]S(=O)(=O)c2ccccc2)cc1,-1.0,-0.6,-1,13,-0.7,2,-6,3,-0.9,1
Cc1nnc(NC(=O)C2=COCCO2)s1,2.0,1.7,nt,nt,0.9,-11,1,-2,0.1,13
O=C(Nc1ccccc1N1CCOCC1)c1ccc(N2CCCC2=O)cc1,-1.2,i,nt,nt,nt,-18,nt,-8,-0.1,0
NC(=O)COC(=O)c1ccccc1Nc1ccc(SC(F)F)cc1,nt,-0.7,2,2,-2.9,-4,-3,13,2.8,13
CSc1ccc(CNC(=O)Cc2ccc(NC(=O)C3=C(C)OCCS3)cc2)cc1,1.6,i,-2,7,-0.8,-24,-4,17,-0.9,13
O=C(c1cccs1)N1CCC(c2ccccc2)C1 (stereo unspecified),nt,i,-3,-2,0.4,-7,2,-16,-0.1,5
O=C(O)C1CCCN1S(=O)(=O)c1ccc2[nH]c(=O)c(=O)[nH]c2c1 (stereo unspecified),nt,-5.9,-7,10,-2.5,-7,-3,-6,0.5,7
COP(=S)(OC)SCN1C(=O)c2ccccc2C1=O,1.0,i,3,7,-0.2,-4,-6,10,2.2,4
CCc1ccc(Nc2ncc3c(n2)CC(C)(C)CC3=O)cc1,-1.0,-0.4,3,0,-0.1,-2,-17,-4,0.5,0
CCN(CC)C(=O)[C@H]1CC(CC(=O)NC/C=C(\C)CCC=C(C)C)C(=O)N2CCc3c([nH]c4ccccc34)[C@]12C (stereo partly specified),-10,-1.9,nt,nt,0.1,-1,-7,10,-1.7,25
COc1cc(CN2CCSCC2)cc(OC)c1OC,nt,-0.7,1,0,-1.7,-14,-7,-5,0.7,-1
Cc1ccc(NS(=O)(=O)c2ccc3c(c2)c(=O)n(C)c(=O)n3C)cc1F,nt,-1.4,1,-4,0.7,5,-4,0,2.1,3
Cc1cc(C)n(CCC(=O)Nc2ccc3c(c2)OCCO3)n1,1.1,-7.5,0,7,1.4,-16,-2,18,-0.3,4
COC(=O)c1ccc(NC(=O)CNC(=O)C2CCCCC2)c(C)c1,nt,1.5,-1,3,-0.4,-10,1,1,2.0,-7
C/C(N)=C(/C#N)C(=O)CSc1nnc(-c2ccccc2)n1C,1.5,-0.3,-7,25,-2.1,-3,2,3,-0.1,1
CC1CCCC(C)N1C(=O)c1cc(F)c(F)cc1Cl (stereo unspecified),nt,nt,-2,17,0.0,-19,-3,9,1.1,6
COc1ccc(OC)c(NC(=O)Nc2nc(CN)cs2)c1,1.4,i,nt,nt,0.1,nt,-7,-18,nt,-6
Cc1ccc(S(=O)(=O)NCC(=O)NCC(=O)OCC(=O)NC(=O)NC(C)(C)C)cc1C,1.5,1.5,0,15,0.2,-4,1,5,0.3,1
COc1ccc(OC)c(NC(=O)CSc2nnc(-c3ccncc3)s2)c1,0.1,i,-3,6,-0.2,0,-1,1,7.1,2
COc1cc2c(C(=O)O)c(C)n(CC(C)C)c2c2ccccc12,nt,-0.8,1,-4,0.2,-17,-3,2,-0.9,6
CCc1ccc2oc(-c3ccc(OC)cc3)cc(=Nc3cccc(C(=O)O)c3)c2c1,-0.6,-0.3,4,-2,-0.3,-6,0,-179,-1.1,22

Laid out differently: 2 of the compounds above
Results follow in this order: TcdB inh	Vc quorum ag	SARS 3CLpro inh	VHR inh abs	BoNT-A LC inh2	PriA SSB inh	Anthrax LF prot	CCHF vOTU inh	PfHsp40 rescue	Y pestis TopoI
COC(=O)c1ccc(NC(=O)CNC(=O)C2CCCCC2)c(C)c1
 : nt	1.5	-1	3	-0.4	-10	1	1	2.0	-7
C/C(N)=C(/C#N)C(=O)CSc1nnc(-c2ccccc2)n1C
 : 1.5	-0.3	-7	25	-2.1	-3	2	3	-0.1	1

Other entries
structure,TcdB inh,Vc quorum ag,SARS 3CLpro inh,VHR inh abs,BoNT-A LC inh2,PriA SSB inh,Anthrax LF prot,CCHF vOTU inh,PfHsp40 rescue,Y pestis TopoI
CC(C)(C)CNC(=O)C1(C)CCN1C(=O)Cc1ccc(C(C)(C)C)cc1 (stereo unspecified),0.4,-0.3,nt,nt,-0.5,nt,-5,19,nt,29
CCCCNC(=O)Cn1nnc(-c2ccccc2)c1COc1ccc(C(C)=O)cc1,0.3,-6.4,nt,nt,-0.3,nt,-4,-1,nt,22
Cc1cnc(C(=O)NC(Cc2ccccc2)c2ccccc2)cn1 (stereo unspecified),0.6,-0.4,-1,7,1.1,-5,1,12,0.0,20
COc1ccccc1C(=O)N1CCN(S(=O)(=O)c2ccccc2)CC1,nt,0.7,4,57*,-0.7,-10,5,-6,-1.8,5
O=C(Nc1cccc(Cl)c1)N1CCCCCC1,1.4,i,0,25,1.0,3,3,-7,0.3,0
O=C1/C(=C/c2cccs2)Cc2ccccc21,nt,3.8,-8,9,0.4,-13,0,5,-1.8,5
O=S(=O)(Nc1cccc(Oc2ccc(Cl)cc2)n1)c1ccc(F)cc1,0.1,0.7,2,-5,0.2,-1,1,nt,2.2,9
CCOc1cc(N2CCOCC2)c(OCC)cc1NC(=O)CN1CCc2ccccc2C1,nt,i,-1,5,-0.8,29,-2,3,0.3,36
CCOC(=O)c1nn(-c2ccc3c(c2)OCO3)cc1O,nt,0.9,4,nt,-0.7,-20,-4,-3,-0.6,-7
CS(=O)(=O)N1CCc2cc(C(=O)N3CCOCC3)ccc21,nt,i,2,-4,-1.0,-12,-2,8,-0.7,-10
Cc1cc(NC(=O)CN2CCN(C/C=C/c3ccccc3)CC2)c([N+](=O)[O-])cc1C,nt,-0.6,2,4,0.5,-9,-3,0,-0.7,8
O=[N+]([O-])c1ccccc1NC1CCN(Cc2ccccc2)CC1,0.9,2.0,2,5,-0.3,25,-11,13,-1.6,24

Entries of single compounds from above:
Listed for `CCCCNC(=O)Cn1nnc(-c2ccccc2)c1COc1ccc(C(C)=O)cc1` → TcdB inh: 0.3; Vc quorum ag: -6.4; SARS 3CLpro inh: nt; VHR inh abs: nt; BoNT-A LC inh2: -0.3; PriA SSB inh: nt; Anthrax LF prot: -4; CCHF vOTU inh: -1; PfHsp40 rescue: nt; Y pestis TopoI: 22
Listed for `COc1ccccc1C(=O)N1CCN(S(=O)(=O)c2ccccc2)CC1` → TcdB inh: nt; Vc quorum ag: 0.7; SARS 3CLpro inh: 4; VHR inh abs: 57*; BoNT-A LC inh2: -0.7; PriA SSB inh: -10; Anthrax LF prot: 5; CCHF vOTU inh: -6; PfHsp40 rescue: -1.8; Y pestis TopoI: 5

Other structures follow:
structure,TcdB inh,Vc quorum ag,SARS 3CLpro inh,VHR inh abs,BoNT-A LC inh2,PriA SSB inh,Anthrax LF prot,CCHF vOTU inh,PfHsp40 rescue,Y pestis TopoI
Cc1noc(C)c1C(=O)OCC(=O)NC(=O)NC12CC3CC(CC(C3)C1)C2,nt,-0.4,5,3,-1.5,-8,-14,11,-0.3,-9
COc1ccc(OC(=O)/C=C/c2ccc([N+](=O)[O-])cc2)cc1,0.9,-0.9,-1,nt,0.7,10,-20,1,nt,-5
CCN(CC)c1ccc(CNC23CN4CN(CN(C4)C2)C3)cc1,nt,-1.6,-3,-25,-2.3,12,-5,10,0.4,7
Cc1nn(-c2ccccc2)nc1-c1nnc(-c2ccc(C(F)(F)F)cc2)o1,1.3,-0.9,-1,-10,-1.6,0,6,-3,-1.5,-4
C[N+](C)(C)CCCCCC[N+](C)(C)C,0.9,-3.6,nt,nt,0.4,-20,0,-5,0.3,3
O=C(CCN1CCN(c2ccccc2)CC1)NNC(=O)Cc1ccccc1Cl,1.9,i,nt,nt,1.6,1,-2,6,-2.5,-7
O=C(Nc1ccccc1)c1ccc2ccccc2n1,2.9,-1.4,-2,26,-0.1,-14,-3,5,-2.0,8
O=C(Nc1nnc([C@H]2C[C@H](O)[C@@H](CO)O2)s1)Nc1ccccc1F,0.3,0.9,nt,nt,0.3,nt,2,-3,nt,5
CC1CN(CC(O)COc2ccc(C#N)cc2)CCN1CC(O)COc1ccc(C#N)cc1 (stereo unspecified),-0.5,-2.2,-5,22,-3.0,-13,7,1,-0.1,2
O=C(NCCN1CCOCC1)c1cc(-c2ccc(Cl)cc2Cl)on1,0.4,-0.3,0,26,2.4,-3,3,-20,0.7,-1
C/C(Cc1ccccc1)=N\NC(=O)CNC(=O)/C=C\c1ccccc1,-0.7,-0.3,-8,-4,nt,nt,nt,-10,nt,4
COc1ccc(-c2ccc(SCC(=O)NC3CCCCC3)nn2)cc1,1.1,-0.2,8,21,-0.1,4,-1,-3,-0.3,7
O=C(CSc1ncn[nH]1)Nc1nc2c(F)c(F)c(F)cc2s1,-0.5,0.6,nt,nt,0.2,nt,0,-3,nt,-2
CC1CC(=O)Nc2ccccc2N1C(=O)CN1C(=O)C(=O)N(C)C1=O (stereo unspecified),0.7,-0.4,nt,nt,0.0,-21,0,-12,-1.0,-1

An excerpt from above in order of length of the SMILES, lowest first.
structure,TcdB inh,Vc quorum ag,SARS 3CLpro inh,VHR inh abs,BoNT-A LC inh2,PriA SSB inh,Anthrax LF prot,CCHF vOTU inh,PfHsp40 rescue,Y pestis TopoI
O=C(Nc1ccccc1)c1ccc2ccccc2n1,2.9,-1.4,-2,26,-0.1,-14,-3,5,-2.0,8
CCN(CC)c1ccc(CNC23CN4CN(CN(C4)C2)C3)cc1,nt,-1.6,-3,-25,-2.3,12,-5,10,0.4,7
O=C(CSc1ncn[nH]1)Nc1nc2c(F)c(F)c(F)cc2s1,-0.5,0.6,nt,nt,0.2,nt,0,-3,nt,-2
Cc1nn(-c2ccccc2)nc1-c1nnc(-c2ccc(C(F)(F)F)cc2)o1,1.3,-0.9,-1,-10,-1.6,0,6,-3,-1.5,-4
CC1CN(CC(O)COc2ccc(C#N)cc2)CCN1CC(O)COc1ccc(C#N)cc1 (stereo unspecified),-0.5,-2.2,-5,22,-3.0,-13,7,1,-0.1,2
O=C(Nc1nnc([C@H]2C[C@H](O)[C@@H](CO)O2)s1)Nc1ccccc1F,0.3,0.9,nt,nt,0.3,nt,2,-3,nt,5
